RGS12 GoLoco inh – RGS12 GoLoco-Gai1 interaction inhibition. P63096. Gai1:RGS12 GoLoco peptide FP, rhodamine, 10 min. Potency, µM (doses to about 61.6 µM), for the others: at the top dose activity, negative = inhibition, hits mostly inhibitors. actives 0.44% (n = 230,000); active means well fitted inhibition curve with a large enough effect, not every such curve was filed as active; inactive means no such curve, though single readings can be large or run the other way; further: nearly all actives have a fitted effect of over 30% in size; many of its hits are not listed in these tables
Target sequence (P63096 whole entry, looked up): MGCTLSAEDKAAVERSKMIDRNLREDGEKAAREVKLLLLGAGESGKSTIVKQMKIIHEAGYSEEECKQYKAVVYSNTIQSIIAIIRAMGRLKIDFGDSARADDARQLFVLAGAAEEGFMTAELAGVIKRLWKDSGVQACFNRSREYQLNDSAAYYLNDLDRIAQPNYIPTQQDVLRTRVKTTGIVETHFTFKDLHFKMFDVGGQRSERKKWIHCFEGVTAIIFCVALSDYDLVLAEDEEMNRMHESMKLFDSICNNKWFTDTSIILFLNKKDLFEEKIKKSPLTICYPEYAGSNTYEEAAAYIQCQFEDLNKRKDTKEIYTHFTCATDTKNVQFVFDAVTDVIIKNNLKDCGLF
TRb SRC2 PPI – TRbeta-SRC2 interaction inhibition; P10828; TRbeta-SRC2 peptide binding, fluorescence polarization; receptor liganded with 1 µM T3; Potency, µM (series often up to 106 µM), for the others: at the top dose activity change, negative = inhibition, usual class: inhibitors; actives 0.065% (n = 280,000); AID 1469; active means well fitted inhibition curve with a large enough effect;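 further: plate controls were bound peptide for no effect and peptide without receptor for full effect; nearly all actives have a fitted effect of over 50% in size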
Target sequence (P10828 whole entry, looked up): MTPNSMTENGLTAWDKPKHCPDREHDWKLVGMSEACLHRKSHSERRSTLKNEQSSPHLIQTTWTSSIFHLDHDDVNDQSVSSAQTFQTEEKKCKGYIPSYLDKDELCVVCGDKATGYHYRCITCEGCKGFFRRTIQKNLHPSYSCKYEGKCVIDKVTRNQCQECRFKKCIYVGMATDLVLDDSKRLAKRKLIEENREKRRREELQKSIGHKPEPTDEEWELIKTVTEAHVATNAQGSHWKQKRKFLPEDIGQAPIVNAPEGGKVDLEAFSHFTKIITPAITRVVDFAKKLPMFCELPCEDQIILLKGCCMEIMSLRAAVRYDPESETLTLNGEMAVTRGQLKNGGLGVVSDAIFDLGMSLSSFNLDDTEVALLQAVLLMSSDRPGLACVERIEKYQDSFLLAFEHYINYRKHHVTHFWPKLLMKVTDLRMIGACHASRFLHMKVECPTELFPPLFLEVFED
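Read-out is fluorescence polarization (555 nm excitation, 632 nm emission) of a Texas Red SRC2 coactivator peptide; loss of signal reflects blocked binding to human TRb ligand-binding domain in the presence of 1 uM T3.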
TR SRC2 fluor cs – alters Texas Red total fluorescence, flagging assay interference | TRb/SRC2 Texas Red total fluorescence interference | Potency, µM (highest dose often 106 µM), inactives show at the highest dose fluorescence change, negative = quenching | actives 0.29% (n = 280,000) | AID 1479; active means well fitted curve in either direction with a large enough effect
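Human TRb ligand-binding domain at 0.6 uM with 20 nM Texas Red SRC2 peptide in Tris buffer containing 1 uM T3 and 5% DMSO, incubated with compound 5 h at ambient temperature. Total fluorescence (555/632 nm) calculated as parallel + 2 × perpendicular.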
The depositor's hits bear a star; nt = not tested or not shown; [ ] = another dose, or the depositor's remark. Unless noted, on the % scale 0 is the no-effect control and ±100 the full control effect; potency means the concentration at half of the fitted maximal effect. This is a subset; the hit share may differ from the screen's.

(1) NC(CCl)=N[C@H]1CN2CCC1CC2
(2) C[C@H](c1ccccc1)N1CCN([C@@H](C)c2ccccc2)CC1
(3) CSc1ccc2c(c1)c(CCN)c(C)n2Cc1ccccc1Cl
(4) NNc1nncn1N
(5) CC(C)c1nccn1Cc1ccc(Cl)cc1Cl
(6) CC1(C)CCC(C)(C)c2c1ccc(O)c2Cc1c(O)ccc2c1C(C)(C)CCC2(C)C

Screen / compound no.	1	2	3	4	5	6
RGS12 GoLoco inh	9.0%[14.2 µM]	1.9%[14.2 µM]	7.3%[14.2 µM]	-0.6%[14.2 µM]	-7.9%[14.2 µM]	1.2%[14.2 µM]
TRb SRC2 PPI	nt	nt	nt	nt	nt	nt
TR SRC2 fluor cs	nt	nt	nt	nt	nt	nt

(7) CCC1(CCSC(=N)N)C(=O)NC(=O)NC1=O
(8) N[C@@H](Cc1ccccc1)P(=O)(O)O
(9) NC1=NC([S][Hg][c]2ccc(N)cc2)c2ncn([C@@H]3O[C@H](CO)[C@@H](O)[C@@H]3O)c2N1 (stereo not given in full)
(10) C[C@H]1CC[C@@]2(NC1)O[C@@H]1C[C@@H]3[C@@H]4CC=C5C[C@@H](O)CC[C@]5(C)[C@@H]4CC[C@]3(C)[C@H]1[C@@H]2C
(11) Cc1cc[c]([Sb]2[O]C([C@H](O)[C@H](O)C(=O)O)[C@@H](CO)[O]2)cc1 (stereo not given in full)
(12) NC[C@@H](Cc1ccccc1)P(=O)(O)O

Screen / compound no.	7	8	9	10	11	12
RGS12 GoLoco inh	7.7%[14.2 µM]	-1.6%[14.2 µM]	0.501µM*	3.5%[14.2 µM]	1.2%[14.2 µM]	-17.4%[14.2 µM]
TRb SRC2 PPI	nt	nt	nt	nt	nt	nt
TR SRC2 fluor cs	nt	nt	nt	nt	nt	nt

(13) CN[C@H](Cc1ccccc1)c1cccc(OC)c1O
(14) CCCCC[CH2][Hg][S]C1=C2N=CNC2NC(N)=N1 (stereo not given)
(15) CC1=NN(c2ccccc2)C(=O)[C@@H]1N=Nc1ccc([As](=O)(O)O)c(O)c1
(16) O=C(O)CN1CCN(CC(=O)O)CC(=O)[O][Hg][O]C(=O)C1
(17) c1ccc(CCN2CCOCC2)nc1
(18) Nc1nc2c(ncn2[C@@H]2O[C@H](CO)[C@@H](O)[C@@H]2O)c(=[SH+])[nH]1.O=[N+]([O-])c1ccc(O)[c]([Hg])c1

Screen / compound no.	13	14	15	16	17	18
RGS12 GoLoco inh	7.9%[14.2 µM]	-70.7%[14.2 µM]	-3.9%[14.2 µM]	0.447µM*	2.4%[14.2 µM]	0.112µM*
TRb SRC2 PPI	nt	nt	nt	nt	nt	nt
TR SRC2 fluor cs	nt	nt	nt	nt	nt	nt

(19) COc1cc2ccccc2c2cc([N+](=O)[O-])oc12
(20) C1C[C@@H]2CN(CCCN3CCOCC3)[C@@H](C1)O2
(21) C=C[C@@H]1CN2CC[C@H]1CC2[C@H](O)c1ccnc2ccccc12 (stereo not given in full)
(22) CN1C[C@H](C(=O)N[C@@]2(C)O[C@@]3(O)[C@H]4CCCN4C(=O)[C@@H](Cc4ccccc4)N3C2=O)C=C2c3cccc4[nH]cc(c34)C[C@@H]21
(23) NCCc1ccc(S(=O)(=O)O)cc1[N+](=O)[O-]
(24) O=C(O)C[C@H]1OCC=C2CN3CC[C@@]45C6=CC(=O)C(=O)C([N+](=O)[O-])=C6N[C@H]4[C@H]1[C@H]2C[C@@H]35

Screen / compound no.	19	20	21	22	23	24
RGS12 GoLoco inh	-2.3%[14.2 µM]	2.0%[14.2 µM]	-5.3%[14.2 µM]	8.3%[14.2 µM]	6.4%[14.2 µM]	2.9%[14.2 µM]
TRb SRC2 PPI	nt	nt	nt	nt	nt	nt
TR SRC2 fluor cs	nt	nt	nt	nt	nt	nt

(25) S=P(C1CCCCC1)(C1CCCCC1)[C@H](c1cccnc1)N1CCCC1
(26) CS(=N)(=O)CC[C@H](N)P(=O)(O)O (stereo not given in full)
(27) NS(=O)(=O)c1ccc(-c2ccc([As](=O)(O)O)cc2)cc1
(28) C[n+]1c(/C=C\c2ccc(O)c3ncccc23)[se]c2ccccc21
(29) COc1cc2c3cc1Oc1c(O)c(OC)cc4c1[C@@H](Cc1ccc(cc1)Oc1cc(ccc1O)C[C@H]3N(C)CC2)N(C)CC4
(30) CCN(CC)CCn1ncc2c(N)ncnc21

Screen / compound no.	25	26	27	28	29	30
RGS12 GoLoco inh	6.1%[14.2 µM]	3.4%[14.2 µM]	5.5%[14.2 µM]	123.3%[activator][14.2 µM]	6.9%[14.2 µM]	8.1%[14.2 µM]
TRb SRC2 PPI	nt	nt	nt	nt	nt	nt
TR SRC2 fluor cs	nt	nt	nt	nt	nt	nt

(31) [N-]=[N+]=CC(=O)CC[C@H](N)C(=O)O
(32) C=C(C)c1ccccc1 (tested in a mixture with another compound)
(33) c1ccc(C[N+]23CN4CN(CN(C4)C2)C3)cc1
(34) O=C(NC(=O)c1c(F)cccc1F)Nc1ccc(OC(F)(F)C(F)OC(F)(F)F)c(Cl)c1 (stereo not given)
(35) CCOP(=O)(OCC)SCSC(C)(C)C
(36) CO/N=C(/C(=O)OC)c1ccccc1COc1ccccc1C

Screen / compound no.	31	32	33	34	35	36
RGS12 GoLoco inh	6.9%[14.2 µM]	4.0%[14.2 µM]	-0.3%[14.2 µM]	nt	nt	nt
TRb SRC2 PPI	nt	nt	nt	0.3%[201 µM]	5.7%[201 µM]	-5.9%[201 µM]
TR SRC2 fluor cs	nt	nt	nt	2.9%[201 µM]	-2.3%[201 µM]	-0.9%[201 µM]

(37) CCOP(=O)(OCC)Oc1ccc([N+](=O)[O-])cc1
(38) CCC(C)c1cc([N+](=O)[O-])cc([N+](=O)[O-])c1O (stereo not given)
(39) O=Cc1cccc(Oc2ccccc2)c1
(40) CCOP(=O)(OCC)SCSCC
(41) COP(=O)(NC(C)=O)SC (stereo not given)
(42) COc1ccc(-c2ccccc2)cc1NNC(=O)OC(C)C

Screen / compound no.	37	38	39	40	41	42
RGS12 GoLoco inh	nt	nt	nt	nt	nt	nt
TRb SRC2 PPI	6.9%[201 µM]	6.1%[201 µM]	5.1%[201 µM]	-1.5%[201 µM]	5.9%[201 µM]	1.2%[201 µM]
TR SRC2 fluor cs	-4.2%[201 µM]	-5.8%[201 µM]	-4.7%[201 µM]	0.3%[201 µM]	2.1%[201 µM]	-2.9%[201 µM]

(43) CCC(C)c1ccc(O)cc1 (stereo not given)
(44) Cn1cc(-c2ccccc2)c(=O)c(-c2cccc(C(F)(F)F)c2)c1
(45) N#CC(CCc1ccc(Cl)cc1)(Cn1cncn1)c1ccccc1 (stereo not given)
(46) CCC[CH2][Sn]([CH2]CCC)([CH2]CCC)[CH2]CCC
(47) CN/C(=N\[N+](=O)[O-])NCc1cnc(Cl)s1
(48) CC1=NNC(=O)N(/N=C/c2cccnc2)C1

Screen / compound no.	43	44	45	46	47	48
RGS12 GoLoco inh	nt	nt	nt	nt	nt	nt
TRb SRC2 PPI	-3.6%[201 µM]	5.9%[201 µM]	0.1%[201 µM]	6.8%[201 µM]	4.1%[201 µM]	-4.2%[201 µM]
TR SRC2 fluor cs	-1.7%[201 µM]	2.3%[201 µM]	1.1%[201 µM]	1.3%[201 µM]	1.4%[201 µM]	-3.4%[201 µM]

(49) CC(C)(C)N(NC(=O)c1ccc(Cl)cc1)C(=O)c1ccccc1
(50) CC(C)(c1ccccc1)c1cc(-n2nc3ccccc3n2)c(O)c(C(C)(C)c2ccccc2)c1
(51) COc1cnc(OC)n2nc(NS(=O)(=O)c3c(OCC(F)F)cccc3C(F)(F)F)nc12
(52) CN(c1c(Br)cc(Br)cc1Br)c1c([N+](=O)[O-])cc([N+](=O)[O-])cc1C(F)(F)F
(53) CC(C)[C@H](C(=O)O[C@H](C#N)c1cccc(Oc2ccccc2)c1)c1ccc(Cl)cc1
(54) Nc1nc(N)nc(NC2CC2)n1

Screen / compound no.	49	50	51	52	53	54
RGS12 GoLoco inh	nt	nt	nt	nt	nt	nt
TRb SRC2 PPI	-2.8%[201 µM]	-1.8%[201 µM]	-6.1%[201 µM]	0.5%[201 µM]	0.9%[201 µM]	1.3%[201 µM]
TR SRC2 fluor cs	3.7%[201 µM]	-3.7%[201 µM]	-11.1%[201 µM]	-5.5%[201 µM]	1.1%[201 µM]	1.2%[201 µM]

(55) O=C/C(Cl)=C(/Cl)C(=O)O
(56) Cc1ccc2c(c1)[C@@H]1CN(C)CC[C@H]1N2
(57) COC(=O)c1sccc1S(=O)(=O)NC(=O)Nc1nc(C)nc(OC)n1
(58) CNP(=O)(OC)Oc1ccc(C(C)(C)C)cc1Cl (stereo not given)
(59) ClC1=C(Cl)[C@@]2(Cl)[C@H]3C[C@@H](Cl)[C@H](Cl)[C@H]3[C@@]1(Cl)C2(Cl)Cl
(60) CCSCc1ccccc1OC(=O)NC

Screen / compound no.	55	56	57	58	59	60
RGS12 GoLoco inh	nt	nt	nt	nt	nt	nt
TRb SRC2 PPI	-4.1%[201 µM]	3.7%	-4.6%[201 µM]	-2.3%[201 µM]	-6.9%[201 µM]	-3.4%[201 µM]
TR SRC2 fluor cs	1.3%[201 µM]	-2.9%	-1.6%[201 µM]	1.9%[201 µM]	-1.9%[201 µM]	-1.6%[201 µM]

(61) CCOP(=O)(OCC)OC(Cl)C(Cl)(Cl)Cl (stereo not given)
(62) CCOP(=S)(OCC)SCSCC
(63) OC(Cn1cncn1)(c1ccc(F)cc1)c1ccccc1F (stereo not given)
(64) FC(F)(F)c1ccc(OCCCOc2c(Cl)cc(OCC=C(Cl)Cl)cc2Cl)nc1
(65) CC(C)(C)OOC(C)(C)c1ccc(C(C)(C)OOC(C)(C)C)cc1
(66) O=C(NC(=O)c1c(F)cccc1F)Nc1cc(Cl)c(OC(F)(F)C(F)F)c(Cl)c1
(67) CCC(C)(NC(=O)c1cc(Cl)c(C)c(Cl)c1)C(=O)CCl (stereo not given)
(68) N#Cc1cc(I)c(O)c(I)c1
(69) Nc1c(Cl)c(F)nc(OCC(=O)O)c1Cl

Screen / compound no.	61	62	63	64	65	66	67	68	69
RGS12 GoLoco inh	nt	nt	nt	nt	nt	nt	nt	nt	nt
TRb SRC2 PPI	-4.5%[201 µM]	-0.1%[201 µM]	3.9%[201 µM]	-2.5%[201 µM]	0.7%[201 µM]	6.6%[201 µM]	1.7%[201 µM]	9.0%[201 µM]	-2.3%[201 µM]
TR SRC2 fluor cs	3.0%[201 µM]	-2.0%[201 µM]	0.7%[201 µM]	0.4%[201 µM]	-4.7%[201 µM]	-2.1%[201 µM]	-2.6%[201 µM]	-5.0%[201 µM]	-1.6%[201 µM]

11 structures out of the list, arranged by SMILES length, rising:
(62) CCOP(=S)(OCC)SCSCC
(60) CCSCc1ccccc1OC(=O)NC
(69) Nc1c(Cl)c(F)nc(OCC(=O)O)c1Cl
(58) CNP(=O)(OC)Oc1ccc(C(C)(C)C)cc1Cl (stereo not given)
(63) OC(Cn1cncn1)(c1ccc(F)cc1)c1ccccc1F (stereo not given)
(67) CCC(C)(NC(=O)c1cc(Cl)c(C)c(Cl)c1)C(=O)CCl (stereo not given)
(65) CC(C)(C)OOC(C)(C)c1ccc(C(C)(C)OOC(C)(C)C)cc1
(57) COC(=O)c1sccc1S(=O)(=O)NC(=O)Nc1nc(C)nc(OC)n1

Screen / compound no.	62	60	69	58	63	67	65	57
RGS12 GoLoco inh	nt	nt	nt	nt	nt	nt	nt	nt
TRb SRC2 PPI	-0.1%[201 µM]	-3.4%[201 µM]	-2.3%[201 µM]	-2.3%[201 µM]	3.9%[201 µM]	1.7%[201 µM]	0.7%[201 µM]	-4.6%[201 µM]
TR SRC2 fluor cs	-2.0%[201 µM]	-1.6%[201 µM]	-1.6%[201 µM]	1.9%[201 µM]	0.7%[201 µM]	-2.6%[201 µM]	-4.7%[201 µM]	-1.6%[201 µM]

(64) FC(F)(F)c1ccc(OCCCOc2c(Cl)cc(OCC=C(Cl)Cl)cc2Cl)nc1
(66) O=C(NC(=O)c1c(F)cccc1F)Nc1cc(Cl)c(OC(F)(F)C(F)F)c(Cl)c1
(59) ClC1=C(Cl)[C@@]2(Cl)[C@H]3C[C@@H](Cl)[C@H](Cl)[C@H]3[C@@]1(Cl)C2(Cl)Cl

Screen / compound no.	64	66	59
RGS12 GoLoco inh	nt	nt	nt
TRb SRC2 PPI	-2.5%[201 µM]	6.6%[201 µM]	-6.9%[201 µM]
TR SRC2 fluor cs	0.4%[201 µM]	-2.1%[201 µM]	-1.9%[201 µM]

Bioassay records: PubChem BioAssay, National Center for Advancing Translational Sciences (NCATS)
